B2AR arrestin – agonists driving beta-arrestin recruitment to human beta2-adrenergic receptor; P07550; beta-arrestin recruitment to beta2AR, cell-based reporter; Potency, µM (top dose mostly 46.1 µM), for inactives: at the highest dose activation, usual class: activators; 0.02% of 330,000 active; AID 492947;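 further: potency means the concentration at half of the fitted maximal effect; 0% = DMSO controls and full agonism = EC100 isoproterenol or metaproterenol; nearly all actives have a fitted effect of over 65% in size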
uPA surface inh – inhibitors of cell surface uPA generation. 0.31% of 330,000 active. cell surface uPA generation assay, qHTS. Potency, µM (highest dose often 38.3 µM), without a hit: top-dose activity change, negative = inhibition, hits mostly inhibitors. AID 540303; active means well fitted inhibition curve with a large enough effect; inconclusive means small, poorly fitted or top-dose-only effect; inactive means no such curve, though single readings can be large or run the other way; tested in mouse RAW 264.7 cells; further: potency means the concentration at half of the fitted maximal effect; on the % scale 0 is the no-effect control and ±100 the full control effect; nearly all actives have a fitted effect of over 55% in size
TSG101-PTAP inh – blocks PTAP/TSG101 interaction to inhibit HIV-1 budding; AID 493005; Fluorescence polarization, FITC-PTAP peptide / Tsg101 binding; Potency, µM (top dose mostly 115 µM), for the others: at the highest dose activity change, negative = inhibition, usual class: inhibitors; Q99816; 340,000 tested, under 10 active; active means well fitted inhibition curve with a large enough effect in the main read-out, with a control signal flat, not every such curve was filed as active; inconclusive means small, poorly fitted or top-dose-only effect, or effect the other way, or a change in a side signal; inactive means no such curve, though single readings can be large or run the other way; further: potency means the concentration at half of the fitted maximal effect; % of control where 0% means no effect
Target sequence (Q99816 whole entry, looked up): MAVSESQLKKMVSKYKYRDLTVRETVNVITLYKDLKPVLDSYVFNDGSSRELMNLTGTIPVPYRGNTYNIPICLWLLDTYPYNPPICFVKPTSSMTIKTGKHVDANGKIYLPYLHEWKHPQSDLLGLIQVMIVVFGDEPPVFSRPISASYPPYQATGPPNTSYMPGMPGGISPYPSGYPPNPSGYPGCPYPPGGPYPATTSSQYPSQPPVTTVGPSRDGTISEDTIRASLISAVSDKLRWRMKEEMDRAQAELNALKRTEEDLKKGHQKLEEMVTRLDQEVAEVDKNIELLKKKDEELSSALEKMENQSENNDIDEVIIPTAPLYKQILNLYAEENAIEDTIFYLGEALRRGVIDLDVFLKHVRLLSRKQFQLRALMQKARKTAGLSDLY
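Compounds were pin-transferred onto Tsg101 binding domain (10 uM final) in HEPES pH 7.5 buffer, then FITC-PTAP peptide was added at 50 nM final. After 20 min at RT, polarization reported peptide displacement across a qHTS concentration series.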
ELG1 genotoxic – genotoxicity induction in ELG1-luciferase HEK293T cells; HEK293T ELG1-luciferase reporter, luminescence, 16 h; Potency, µM (top dose mostly 46 µM), inactives show at the top dose activity change, positive = activation, most hits filed as activators; 1.3% of 330,000 active; further: potency means the concentration at half of the fitted maximal effect; % of control where 0% means no effect; nearly all actives have a fitted effect of over 60% in size
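Genotoxicity was scored as increased ELG1-luciferase reporter signal, measured by ONE-Glo luminescence (30 min, room temperature). Compound or vehicle exposure of the HEK293T reporter cells lasted 16 hr at 37°C.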
TRPV1 ag – agonists of human vanilloid receptor 1 (TRPV1) | Q8NER1 | TRPV1-expressing cells, Fluo-8 calcium influx, agonist mode | activation, % at 8.33 µM | 0.19% of 320,000 active | AID 540275; in the data active means activation above about 80%; inconclusive means between about 30% and that limit; further: 0% is about no effect
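Cells expressing TRPV1 were dye-loaded with Fluo-8 and read kinetically: 10 s baseline, 3 min after compound (agonist portion), then 2 min after EC20 capsaicin (allosteric enhancer portion). Calcium-bound dye fluorescence at 480/520 nm.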
S-ASM inh – blocks human secretory acid sphingomyelinase. P17405. placental ASM, HMU-PC fluorogenic substrate, 60 min. Potency, µM (series often up to 57.5 µM), inactives show top-dose activity change, negative = inhibition, actives largely listed as inhibitors. 0.006% of 340,000 active; further: potency means the concentration at half of the fitted maximal effect
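Human placenta-derived ASM preincubated with compound 10 min at room temperature, then reacted with 9 uM (final) fluorogenic HMU-PC substrate for 60 min at 37 C. Stop solution raises pH to 10; fluorescence read at Ex 386/Em 447 nm.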
p53 reactivator – restores transcriptional activity of mutant p53 | H1299 p53-A138V BP100-luciferase reporter, luminescence, 24 h | Potency, µM (highest dose often 92.2 µM), for inactives: at the highest dose activity change, positive = activation, hits mostly activators | 0.063% of 320,000 active | AID 504706; further: potency means the concentration at half of the fitted maximal effect; % of control where 0% means no effect; nearly all actives have a fitted effect of over 45% in size
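H1299 (p53-null), stable ts p53-A138V + BP100-Luc; 1000 cells/well, Opti-MEM/10% FBS; cpd 4 pt, 1:5; 24 h, 37 deg C, 5% CO2; detection reagent 10 min RT; luminescence.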
BRCA1 expr up – BRCA1 expression activation; MCF7-BRCA1-FFLuc reporter, luminescence, 48 h; response scale: scaled: vehicle 0%, 10 µM genistein 100%; Potency, µM (top dose mostly 46.1 µM), inactives show top-dose activation, usual class: activators; 1.1% of 380,000 active; AID 624202; further: potency means the concentration at half of the fitted maximal effect; nearly all actives have a fitted effect of over 80% in size; some results filed as inactive show a strong effect at the top dose
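Activators of BRCA1 expression were detected as increased firefly luciferase luminescence in engineered MCF7 cells after 48 h compound incubation. Signals were scaled to genistein 10 microM as full activation.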
Eya2 inh – Eya2 (human) phosphatase inhibition. AID 488837. recombinant Eya2, OMFP fluorescence dephosphorylation (OMFP is methylfluorescein phosphate). Potency, µM (doses to about 76.9 µM), for inactives: at the top dose activity, negative = inhibition, usual class: inhibitors. 0.006% of 330,000 active; further: potency means the concentration at half of the fitted maximal effect; on the % scale 0 is the no-effect control and ±100 the full control effect
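Eya2 protein (added as 0.2 uM solution) was preincubated with compound for 10 min at ambient temperature in 50 mM HEPES pH 7.5, 50 mM NaCl, 5 uM MgCl2, 0.05% BSA, 1 mM DTT. OMFP (added at 50 uM) then reacted 10 min; fluorescence read at 485/525 nm.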
USP2a block – inhibitors of human ubiquitin-specific protease USP2a; O75604; USP2 core, Ub-CHOP2 coupled fluorogenic reporter, 485/531; Potency, µM (titrated, usually from 38.3 µM), for the others: at the top dose activity change, negative = inhibition, most hits filed as inhibitors; 0.01% of 330,000 active;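 further: potency means the concentration at half of the fitted maximal effect; plate controls were DMSO wells for no effect and full inhibition by NEM control for full effect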
Target sequence (O75604 whole entry, looked up): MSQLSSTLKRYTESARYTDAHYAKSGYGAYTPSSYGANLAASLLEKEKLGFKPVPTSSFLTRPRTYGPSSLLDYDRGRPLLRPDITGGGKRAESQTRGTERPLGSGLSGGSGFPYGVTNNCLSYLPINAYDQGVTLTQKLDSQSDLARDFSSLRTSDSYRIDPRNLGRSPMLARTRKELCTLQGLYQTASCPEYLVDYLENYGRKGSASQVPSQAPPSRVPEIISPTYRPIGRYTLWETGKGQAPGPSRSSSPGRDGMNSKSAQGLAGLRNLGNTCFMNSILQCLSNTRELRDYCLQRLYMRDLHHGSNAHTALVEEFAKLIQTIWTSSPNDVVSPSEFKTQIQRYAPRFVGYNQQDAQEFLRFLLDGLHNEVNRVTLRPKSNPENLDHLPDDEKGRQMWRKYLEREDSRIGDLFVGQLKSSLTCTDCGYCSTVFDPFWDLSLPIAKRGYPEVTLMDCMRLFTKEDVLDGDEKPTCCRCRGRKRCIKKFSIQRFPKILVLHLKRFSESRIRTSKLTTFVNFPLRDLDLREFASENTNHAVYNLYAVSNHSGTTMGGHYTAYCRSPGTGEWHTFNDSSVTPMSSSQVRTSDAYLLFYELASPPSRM
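USP2 core (10nM final) preincubated 30min RT with compound in 20mM Tris-HCl pH 8.0, 2mM CaCl2, 2mM beta-mercaptoethanol, 0.05% CHAPS; 25nM Ub-CHOP2 plus 25nM reporter substrate added, fluorescence (Ex485/Em531) read after 60min.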
a7 integrin act – integrin-mediated muscular dystrophy alleviation activation. alpha7betagal myoblasts, beta-gal FDG fluorescence, 48 h. Potency, µM (highest dose often 38.3 µM), without a hit: at the top dose activation, usual class: activators. 0.064% of 350,000 active. AID 624291;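 further: potency means the concentration at half of the fitted maximal effect; 100% = response of the positive control SU9516; nearly all actives have a fitted effect of over 60% in size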
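alpha7betagal+/- myoblasts (passage 13, 250/well) treated 48 h at 37C with compounds at 1:260 dilution of DMSO stock. Lysed, then beta-galactosidase activity read as FDG fluorescence (ex 480/em 540) after 30 min, with pre-read for autofluorescence.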
Starred values were filed as active, the others as inactive; i = inactive; ? = inconclusive; · = not tested or not shown; [ ] = another dose, or the depositor's remark. Unless noted, the call rests on the fitted dose curve; in most records, active means well fitted curve in the direction sought with a large enough effect; inconclusive means small, poorly fitted or top-dose-only effect, or another doubt; inactive means no such curve, though single readings can be large; an effect the other way counts as inactive or inconclusive. Hits appear at their usual frequency; 2.6% or so of the library scored in one or more.

SMILES | B2AR arrestin | uPA surface inh | TSG101-PTAP inh | ELG1 genotoxic | TRPV1 ag | S-ASM inh | p53 reactivator | BRCA1 expr up | Eya2 inh | USP2a block | a7 integrin act
CC1CCN(C(=O)C2CCCN2S(=O)(=O)c2ccc(Cl)cc2)CC1 (stereo not drawn) | 0.0% | 3% | -3% | 11% | 3 | 0% | -4% | 0% | -2% | 2% | -10%
Cc1cc2ncn(C(=O)N3CCCCCC3)c2cc1C | -0.4% | -1% | -11% | 16% | 1 | 1% | 26% | 79% | 7% | 1% | -6%
CC1=NNC(=O)C1CC(=O)N/N=C(\C)c1ccco1 (stereo not drawn) | 0.0% | 1% | 2% | -4% | 1 | 1% | 3% | -7% | -2% | -1% | -11%
CC1=[N+](C)c2ccc3ccccc3c2C1(C)C | 3.6% | 2.2µM* | -1% | -1% | -3 | i | 15% | -14% | -8% | -2% | -60%[inhibitor]
Cc1cc(=O)n2nc(N3CCC(C(=O)N4CCN(Cc5ccccc5)CC4)CC3)sc2n1 | -0.2% | -6% | 0% | 4% | -7 | -1% | -13% | 3% | -17% | 0% | -7%
CCN(CC)C(=O)COc1ccc(/C(C)=N/NC(=O)c2ccccc2-n2cccc2)cc1 | -0.6% | -5% | -1% | -2% | 2 | -2% | 4% | -17% | -5% | -1% | -32%
CCCNC(=O)COC(=O)c1cc2c(=O)n3ccccc3nc2s1 | -0.5% | 0% | -5% | ? | 1 | · | 22% | -24% | -1% | 1% | -7%
N#Cc1c(Cl)nsc1NCCN1CCOCC1 | 0.4% | 5% | -4% | -4% | -2 | 3% | 14% | 11% | 13% | -4% | 8%
CC(/C=C1\SC(=S)N(c2ccc(C(=O)O)cc2)C1=O)=C\c1ccccc1 | 0.2% | -2% | -4% | -2% | 2 | -4% | -8% | 2% | -8% | 0% | 37%
CCCOc1ccc(N2CC(C(=O)NC3=NCCS3)CC2=O)cc1 (stereo not drawn) | 0.1% | 1% | -2% | 9% | 6 | -4% | -3% | -2% | 1% | 0% | 0%
COc1ccc(C23CC4CC(CC(C4)C2)C3)cc1C(=O)NCCN(C)C | 4.1% | -19% | -4% | 3% | 7 | -7% | · | -38% | -7% | 1% | -72%[inhibitor]
CCCn1cnc2c(=O)oc3ccccc3c21 | -0.9% | 2% | -3% | -2% | -2 | 5% | 6% | 1% | -4% | 3% | -21%
COCCn1c(C)cc(C(=O)COC(=O)/C=C/c2ccc(OC)cc2OC)c1C | 0.3% | -3% | -6% | 0% | · | -9% | 1% | -54% | -1% | -1% | -14%
COc1cccc(Nc2nc(-c3cccc(N4C(=O)c5ccccc5C4=O)c3)cs2)c1 | 0.3% | -6% | 4% | 8% | -6 | -2% | -3% | -52% | ? | -1% | -3%
COc1cccc(N2CCN(c3ncnc4c3[nH]c3ccccc34)CC2C)c1 (stereo not drawn) | -0.8% | · | · | -11% | 20 | · | -28% | · | -7% | 2% | ·
CN(Cc1cccs1)C(=O)CSc1nc2ccccc2[nH]1 | -0.2% | 11% | -3% | 11% | 16 | 3% | 4% | ? | -18% | 8% | 11%
CC(C)(C)Nc1ncnc2sc(-c3ccccc3)cc12 | -0.5% | -23% | -1% | -4% | 17 | -8% | 14% | 5% | -18% | 0% | -30%
C/C(=N\NC(=S)Nc1cc(S(=O)(=O)N2CCOCC2)ccc1Cl)c1ccccc1F | -1.8% | -9% | 0% | 8% | 1 | 1% | ? | -88%[inhibitor] | 5% | -9% | 9%
O=[N+]([O-])c1cc(CN2CCCC2)c2cccnc2c1O | -0.9% | 10% | -4% | -4% | -5 | -4% | -7% | -8% | 2% | -4% | 18%
Cc1ccnn1CC(=O)N/N=C/c1ccco1 | -0.1% | -1% | -6% | 0% | -1 | 1% | -2% | -2%[1.84 µM] | 8% | 1% | -6%
Cc1ccc(-c2csc3ncnc(Nc4ccc(N5CCOCC5)cc4)c23)cc1 | -0.1% | 8% | -1% | -6% | 5 | -11% | -3% | -73% | 15% | 0% | 24%
CCOC(=O)c1sc(Nc2nc(C)cc(OC)n2)nc1C | 0.3% | -4% | -3% | 7% | 3 | 31% | 3% | -22% | 0% | 3% | -5%
Cc1ccc(C)c(S(=O)(=O)Nc2ccc(C(=O)NCCCN3CCOCC3)cc2)c1 | -1.7% | 2% | -6% | 0% | 0 | 8% | ? | -8% | -27% | 1% | -11%
Cc1cc(C(=O)COC(=O)c2n[nH]c(=O)c3ccccc23)c(C)n1C(C)C | -0.1% | -20% | 0% | ? | 1 | -5% | 23% | 104% | -9% | 0% | 6%
O=C(Cc1ccccc1)N1CCN(C(=O)c2ccc([N+](=O)[O-])cc2)CC1 | 0.3% | -11% | -4% | -3% | 0 | 0% | 2% | 18% | 8% | -1% | 21%

Going on with the list.
SMILES | B2AR arrestin | uPA surface inh | TSG101-PTAP inh | ELG1 genotoxic | TRPV1 ag | S-ASM inh | p53 reactivator | BRCA1 expr up | Eya2 inh | USP2a block | a7 integrin act
Nc1c(C(=O)c2ccccc2)sc2nsc(SCCN3CCCC3)c12 | -1.0% | -4% | ? | 8% | 24 | -15% | ? | 0% | ? | 4% | -82%[inhibitor]
CS(=O)(=O)N(CC(=O)N1CCCC1)c1cccc(Cl)c1Cl | 0.3% | 3% | -8% | 0% | -1 | 5% | -2% | -19% | -4% | -3% | 0%
Cc1c(C(=O)N2CCN(CCc3ccccc3)CC2)oc2ccccc12 | 0.3% | 2% | · | -1% | 19 | 1% | 9% | -19% | -24% | -1% | 12%
O=C(CSc1nc2cc(Cl)ccc2s1)NCc1ccc2c(c1)OCO2 | -1.4% | 3% | -3% | 0% | ? | -14% | 3% | 2% | 2% | -1% | 35%
CCOc1ccc(C(C(=O)NCC2CCCO2)N(C(=O)c2snc(C(N)=O)c2N)c2ccc(F)cc2)cc1 (stereo not drawn) | 0.2% | -7% | -2% | -10% | 4 | · | -4% | 0% | 14% | -6% | -12%
Cc1cc(C)c(/C=C(\C#N)S(=O)(=O)c2ccccc2)[nH]1 | 2.1% | -15% | -2% | 1% | 4 | -3% | -1% | -5% | -24% | 0% | 3%
CCc1cccc(C)c1NC(=O)COC(=O)Cc1ccsc1 | -0.4% | -4% | -2% | 1% | 0 | 2% | -7% | 3% | 16% | 3% | 26%
O=C(C1=C[C@@H](c2ccccc2)C[C@@H](OCCCCO)O1)N1CCN(Cc2ccc3c(c2)OCO3)CC1 | 0.1% | 6% | · | -2% | ? | 6% | -4% | 0% | -12% | -2% | -5%
Cc1ccc(S(=O)(=O)NC(=O)Nn2c(C)nnc2C)cc1 | -0.2% | -1% | -3% | 0% | -15 | 0% | 4% | -9% | 2% | 3% | 7%
Cc1onc(-c2c(F)cccc2Cl)c1-c1nnc(-c2ccc(C(F)(F)F)cc2)o1 | -0.3% | 4% | 0% | -8% | 21 | 0% | 1% | -34% | -13% | 3% | 5%
NS(=O)(=O)c1ccc2nc(NC(=O)C3=COCCO3)sc2c1 | -0.3% | -8% | -3% | ? | -1 | -3% | ? | 24% | -6% | -2% | 10%
O=C(C[n+]1ccc(C(=O)c2ccccc2)cc1)Nc1ccccc1OC(F)F | -0.1% | 1% | -1% | -2% | · | -2% | 1% | -33% | 2% | 0% | ?
COc1ccc(N2CCN(Cc3nc4c(c(=O)[nH]c(=O)n4C)n3Cc3cccc(Cl)c3)CC2)cc1 | 0.4% | 4% | -3% | -1% | 2 | ? | -5% | -36% | 1% | -2% | -1%
O=C(NC1CCCc2ccccc21)C1CCN(S(=O)(=O)c2ccccc2)CC1 (stereo not drawn) | -0.4% | -3% | 0% | -5% | ? | 5% | 0% | -11% | -2% | 1% | -13%
CCC1CCCCN1CCNC(=O)C1CCN(S(=O)(=O)c2c(C)noc2C)CC1 (stereo not drawn) | 0.1% | 5% | -9% | -4% | -2 | 7% | -3% | -12% | 5% | 5% | 1%
O=C(Nc1nccs1)c1cc(-c2ccccc2)nc2ccccc12 | 4.8% | -5% | -1% | -17% | 15 | -16% | -13% | -24% | -7% | 4% | -18%
Nc1ccc(O)cc1C(=O)OCC(=O)c1ccc(C2CCCCC2)cc1 | 0.2% | -8% | -3% | ? | ? | -5% | ? | -30% | -1% | 0% | -20%
Cc1nn(-c2cc(C(F)(F)F)ccn2)c(=O)o1 | 0.3% | 9% | 0% | -3% | -1 | 3% | 1% | 2% | -27% | 2% | 18%
CSCCC(NS(=O)(=O)c1ccc(C)cc1)C(=O)N1CCCCCCC1 (stereo not drawn) | -3.8% | -3% | -3% | -2% | 27 | 5% | -7% | -17% | -1% | -2% | -32%
